IMP-1 inh – blocks Pseudomonas aeruginosa IMP-1 metallo-beta-lactamase | purified IMP-1, nitrocefin hydrolysis, epi-absorbance fluorescence | inhibition, % at 5.6 µM | actives 0.45% (n = 290,000);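 active = inhibition above the mean plus 3 SD of all compounds in the same screening run, cut at about 4.5% in these data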;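 note: 0% = IMP-1 with DMSO and 100% = DMSO wells lacking enzyme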
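System: purified IMP-1; amount: IMP-1 0.2 nM before substrate addition; compound: single dose, 5.6 µM; times: 25 °C, 15 min preincubation, 25 min reaction; signal: Epi-absorbance via hydrolysed-nitrocefin quenching of white-plate fluorescence, 480/530 nm, EDTA stop; benchmarks: DMSO with and without IMP-1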
SUMO HTRF inh – inhibitors of human SUMOylation (UBC9). actives 0.36% (n = 290,000). HTRF SUMOylation assay, SAE1/SAE2 + UBC9, in vitro. P63279. inhibition, % at 35 µM; in the data active = inhibition above about 50%, passing the limit was not always enough; note: strong numbers were not always called active
Target sequence (P63279 whole entry, looked up): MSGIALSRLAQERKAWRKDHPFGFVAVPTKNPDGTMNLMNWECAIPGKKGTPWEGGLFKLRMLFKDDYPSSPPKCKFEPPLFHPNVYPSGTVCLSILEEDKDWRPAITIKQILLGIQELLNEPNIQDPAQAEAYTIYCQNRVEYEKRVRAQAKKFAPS
MEKK2 mut-MEK5 – signal of MEK5 binding to mutant human MEKK2 PB1 domain; percent response, % at 10 µM; actives 0.35% (n = 290,000); AID 1530; bead flow cytometry, Alexa488-MEK5 binding to MEKK2 mutant; in the data active = percent response above about 24%, passing the limit was not always enough; note: inactives centre near 1; some results filed as inactive read as strong as hits
VIM-2 inh – blocks Pseudomonas aeruginosa VIM-2 metallo-beta-lactamase | inhibition, % at 5.6 µM | purified VIM-2, nitrocefin hydrolysis, epi-absorbance fluorescence | AID 1527 | actives 0.89% (n = 290,000);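 active = inhibition above the mean of all tested compounds plus 3 SD, cutoff set per screening run, cut at about 7.5% in these data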;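 note: red hydrolysis product quenches plate fluorescence so inhibitors raise well fluorescence; 0% = enzyme with DMSO and 100% = DMSO without enzyme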
M18AAP inhibitor – PfM18AAP enzyme inhibition | recombinant PfM18AAP, H-Glu-NHMec fluorogenic cleavage | inhibition, % at 7.35 µM | actives 1.2% (n = 290,000) | AID 1822;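 active = inhibition above the campaign mean inhibition over all tested compounds plus 3 SD, cut at about 28% in these data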;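 note: 0% = plate median of test compound wells and 100% = 2 mM ZnCl2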
MEKK2 WT-MEK5 – raises or lowers MEK5 binding to wildtype human MEKK2 PB1 domain; Q9Y2U5; bead flow cytometry, Alexa488-MEK5 binding to MEKK2 WT; actives lie on both sides; binding response (% of control), % at 10 µM; actives 1.1% (n = 290,000); AID 1531; in the data active = binding response below about 67% or above about 130%
NALP1 inh – blocks the NALP1 inflammasome reconstituted in yeast | inhibition, % at 10 µM | AID 2071 | S. cerevisiae NALP1/ASC/caspase-1 growth, X-gal OD620, 72 h | actives 0.61% (n = 280,000); in the data active = inhibition mostly above about 24%, no sharp cut-off; inactive = mostly below about 32%; note: some compounds called inactive have numbers as strong as hits
NS3 helicase inh – inhibitors of Hepatitis C virus NS3 helicase | AID 1800 | inhibition, % at 10.9 µM | NS3 helicase DNA unwinding, Cy5 molecular beacon fluorescence | actives 0.56% (n = 290,000);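 active = inhibition above the mean of all tested compounds plus 3 SD, set per campaign, cut at about 35% in these data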;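 note: 0% = DMSO wells and 100% = thioflavine S control wells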
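Test system: hepatitis C virus NS3 helicase domain fragment enzyme. Also added: annealed dual-labelled DNA beacon duplex, ATP-started. Timing: 60 min unwinding reaction at 25 °C after ATP addition. Technique: Cy5 fluorescence. Measure: % inhibition of unwinding.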
FID counter – counter-screen for HCV NS3 helicase inhibitors: DNA intercalator displacement; actives 0.17% (n = 290,000); inhibition, % at 7.9 µM; AID 1845; DNA fluorescent intercalator displacement, fluorescence; in the data active = inhibition above about 37%;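 note: 0% = vehicle and 100% = reference compound; higher means more ethidium bromide displaced from hairpin DNA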
Numbers without * were called inactive; x = not tested or not shown. Random draw from the library; any-hit rate near 4.7%.

1) Cc1ccc(-c2n[nH]c(=S)n2C)cc1Cl
2) CNC(=O)C(=O)NCC1OCCN1S(=O)(=O)c1ccc([N+](=O)[O-])cc1 (stereo not drawn)
3) CCc1ccccc1NC(=O)CSc1nnc(CNC(=O)c2ccco2)n1C
4) COc1ccccc1NC(=O)CCC(=O)N1CC(C)Oc2ccc(C)cc21 (stereo not drawn)
5) Cc1cc(C)cc(OCC(=O)NCc2cc(C)nc3ccccc23)c1
6) O=C(C[n+]1cc(-c2ccccc2)n2c1CCC2)c1cccs1
Assay by compound	1	2	3	4	5	6
IMP-1 inh	-2.4	-3.1	-3.7	-2.6	-2.9	-2.4
SUMO HTRF inh	-2	-3	0	-3	5	-16
MEKK2 mut-MEK5	1	-2	2	2	1	-1
VIM-2 inh	-2.6	-3.5	-5.8	-0.1	-3.9	0.1
M18AAP inhibitor	14	6	2	-5	-3	-8
MEKK2 WT-MEK5	101	94	101	104	103	99
NALP1 inh	5	43	3	14	2	-9
NS3 helicase inh	1	0	11	-15	11	-49
FID counter	-3	4	-5	-22	-12	22

7) COc1ccc(S(=O)(=O)N2CCCC(C(=O)NCc3ccco3)C2)cc1Cl (stereo not drawn)
8) Cc1nn(Cc2n[nH]c(=S)n2Cc2ccccc2)c(C)c1Cl
9) CCCCCCn1c(CN2CCN(Cc3ccccc3)CC2)nc2c1c(=O)n(C)c(=O)n2C
10) CCC(=O)Nc1ccc(C(=O)CN2CCC(C)CC2)cc1
11) CC1CC(C)CN(CC(=O)NC(c2ccccc2)c2ccccc2)C1 (stereo not drawn)
12) COCCNC(=O)CC(=O)N/N=C/c1ccc(C(=O)OC)cc1
Assay by compound	7	8	9	10	11	12
IMP-1 inh	-4.3	-0.2	-4.2	-1.6	-3.1	-0.5
SUMO HTRF inh	18	9	-4	13	-25	25
MEKK2 mut-MEK5	x	1	1	11	-13	-6
VIM-2 inh	-4.5	0.7	2.3	-0.6	-1.2	-1.1
M18AAP inhibitor	-12	10	-8	-1	1	-5
MEKK2 WT-MEK5	x	98	124	108	88	92
NALP1 inh	25	-15	28	-12	-13	5
NS3 helicase inh	9	9	-22	-6	-21	1
FID counter	-10	-8	-13	-5	37*	-2

13) COc1ccccc1C(=O)NCC(=O)OCC(=O)Nc1cccc(S(=O)(=O)N2CCCCCC2)c1
14) CCOC(=O)N1CCN(C(c2ccc(F)cc2)c2sc3nc(C)nn3c2O)CC1 (stereo not drawn)
15) CCC(C)(C(=O)Nc1ccccc1C)N(C(=O)CNC(C)=O)c1ccc(C)cc1 (stereo not drawn)
16) COc1ccc([N+](=O)[O-])cc1NS(=O)(=O)c1cccc(C(=O)O)c1
17) COc1ccc(/C=C(\C#N)C(=O)Nc2ccccn2)cc1
18) CC(=O)c1cccc(NC(=O)[C@@H](NC(N)=O)C(C)C)c1
Assay by compound	13	14	15	16	17	18
IMP-1 inh	-2.5	-2.5	-1.2	-4.0	-4.8	-1.4
SUMO HTRF inh	-22	4	0	8	-1	13
MEKK2 mut-MEK5	-4	8	-5	-16	4	-2
VIM-2 inh	-3.6	-4.3	1.4	-1.5	-3.7	-0.9
M18AAP inhibitor	-8	-3	-9	1	1	-1
MEKK2 WT-MEK5	97	107	92	87	100	98
NALP1 inh	-8	x	40	3	11	3
NS3 helicase inh	22	-8	11	2	23	-3
FID counter	-15	-23	-16	-5	-5	-1

19) Cc1cccc(NC(=O)c2cc(S(=O)(=O)NCc3ccco3)ccc2F)c1C
20) O=C(Nc1nccs1)c1ccc(-c2ccccc2[N+](=O)[O-])o1
21) C#CCCOC(=O)N1C2=NC(C(=O)OC)=C(C(=O)OC)[C@@H]3N(Cc4ccccc4)c4ccccc4[C@]23C[C@H]1C(=O)OC
22) Clc1ccc(Sc2oc(/C=N/n3cnnc3)cc2Br)cc1
23) COc1ccc2cc(C(=O)C3CCCN(C(=O)c4cnn(C(C)C)c4)C3)ccc2c1 (stereo not drawn)
24) CCOC(=O)c1c(C=O)c2sc(C)cc2n1C
Assay by compound	19	20	21	22	23	24
IMP-1 inh	-2.0	-1.7	x	-2.1	-2.7	-1.9
SUMO HTRF inh	29	25	-1	20	14	33
MEKK2 mut-MEK5	8	-3	2	2	2	-2
VIM-2 inh	-0.3	-6.0	x	0.2	-4.2	2.8
M18AAP inhibitor	-1	8	x	10	2	-6
MEKK2 WT-MEK5	100	96	95	91	97	99
NALP1 inh	-1	13	3	-3	14	4
NS3 helicase inh	-2	-3	x	-2	-10	-3
FID counter	1	-5	x	0	-41	-5

25) COc1cc(OC)c2cc(C(=O)N/N=C/c3cccc(OC)c3O)[nH]c2c1
26) CC(=O)N1c2ccc(S(=O)(=O)N3CCCC(C(=O)NCc4ccccc4Cl)C3)cc2CC1C (stereo not drawn)
27) CCOC(=O)c1sc(Nc2nc(C)cc(OC)n2)nc1C
28) C=CCn1c2ccccc2c2nnc(SC(CC)C(=O)Nc3nc(C)c(C(=O)OCC)s3)nc21 (stereo not drawn)
29) CCOC(=O)c1sc2ncnc(N3CCN(C)CC3)c2c1C
30) CCOc1nc(-c2ccccc2)c2cc(Br)ccc2n1
Assay by compound	25	26	27	28	29	30
IMP-1 inh	-3.1	-2.6	-1.9	-2.5	-1.9	-1.3
SUMO HTRF inh	-2	6	10	-10	10	-17
MEKK2 mut-MEK5	3	0	4	x	0	3
VIM-2 inh	-2.6	-4.9	-1.4	-3.5	2.0	1.2
M18AAP inhibitor	-14	0	-10	5	2	1
MEKK2 WT-MEK5	107	103	102	x	102	101
NALP1 inh	15	13	-14	6	13	23
NS3 helicase inh	7	-6	1	2	-1	0
FID counter	-15	-57	-1	-4	10	-19

31) O=C(CN1CCCN(Cc2ccc(F)cc2Cl)C1=O)NC1CCCC1
32) CCOCCn1c(CC)nc2ccccc21
33) O=C(CNCC(=O)Nc1ccc(F)c(F)c1F)Nc1ccc(F)c(F)c1F
34) COCCn1c(SCC(=O)Nc2ccccc2C)nc2c(oc3ccccc32)c1=O
35) Cn1c(NCC(O)CO)nc2c1c(=O)n(Cc1ccc(Cl)c(Cl)c1)c(=O)n2C (stereo not drawn)
36) CCn1c(SCC(=O)N2CCCC(C)C2)nnc1-c1ccco1 (stereo not drawn)
Assay by compound	31	32	33	34	35	36
IMP-1 inh	-3.3	-2.0	-2.1	-1.5	-2.3	-1.8
SUMO HTRF inh	7	-17	-22	10	11	3
MEKK2 mut-MEK5	-10	-4	-7	14	2	-1
VIM-2 inh	-0.4	-0.2	-3.7	-2.7	-0.5	0.6
M18AAP inhibitor	1	-15	2	2	6	1
MEKK2 WT-MEK5	88	97	98	115	99	99
NALP1 inh	-14	-1	13	26	1	11
NS3 helicase inh	2	2	17	-1	-9	0
FID counter	-13	-3	-8	-1	-7	-19

37) O=C(N/N=C\c1c(O)ccc2ccccc12)c1cncc(Br)c1
38) CCn1ncc(/C=N/O)c1C
39) CC(Sc1nnc(-c2ccc(O)cc2)o1)C(=O)Nc1cccc2ccccc12 (stereo not drawn)
40) Cc1ccc(CNC(=O)C2CCN(S(=O)(=O)c3cccc4nonc34)CC2)cc1
41) Cc1cccc2cc(C#N)c(SCC(=O)NNC(=O)Cc3ccccc3)nc12
42) O=C(Cc1cccc2ccccc12)NCCOc1ccccc1F
Assay by compound	37	38	39	40	41	42
IMP-1 inh	-2.0	0.7	0.6	-2.7	-2.5	-0.1
SUMO HTRF inh	-15	28	0	17	15	8
MEKK2 mut-MEK5	5	0	1	-1	-3	-9
VIM-2 inh	-0.9	-2.6	0.6	-0.4	-6.6	-2.5
M18AAP inhibitor	25	-5	-3	1	2	3
MEKK2 WT-MEK5	95	102	105	100	94	94
NALP1 inh	0	-10	3	14	-8	2
NS3 helicase inh	17	-9	0	-7	-7	0
FID counter	-19	0	-6	-11	-3	-18

Record cards (already shown):
Results for O=C(N/N=C\c1c(O)ccc2ccccc12)c1cncc(Br)c1 = IMP-1 inh: -2.0; SUMO HTRF inh: -15; MEKK2 mut-MEK5: 5; VIM-2 inh: -0.9; M18AAP inhibitor: 25; MEKK2 WT-MEK5: 95; NALP1 inh: 0; NS3 helicase inh: 17; FID counter: -19
Results for Cc1ccc(CNC(=O)C2CCN(S(=O)(=O)c3cccc4nonc34)CC2)cc1 = IMP-1 inh: -2.7; SUMO HTRF inh: 17; MEKK2 mut-MEK5: -1; VIM-2 inh: -0.4; M18AAP inhibitor: 1; MEKK2 WT-MEK5: 100; NALP1 inh: 14; NS3 helicase inh: -7; FID counter: -11

2 entries drawn at random from those above, as already listed:
37) O=C(N/N=C\c1c(O)ccc2ccccc12)c1cncc(Br)c1
42) O=C(Cc1cccc2ccccc12)NCCOc1ccccc1F
Assay by compound	37	42
IMP-1 inh	-2.0	-0.1
SUMO HTRF inh	-15	8
MEKK2 mut-MEK5	5	-9
VIM-2 inh	-0.9	-2.5
M18AAP inhibitor	25	3
MEKK2 WT-MEK5	95	94
NALP1 inh	0	2
NS3 helicase inh	17	0
FID counter	-19	-18

Additional records follow.
43) CNC(=O)c1[nH]cnc1C(=O)N[C@@H](Cc1ccccc1)C(=O)OC(C)(C)C
44) CC(C)CC(=O)CN1C(=O)C2(OCCO2)c2ccccc21
45) C/C(NC1CCCC1)=C(/C#N)C(N)=O
46) CC1=C(n2nnc3ccccc32)C(c2ccccc2)C(C#N)=C(N)O1 (stereo not drawn)
47) CCN1CCN(c2nc(Nc3cc(OC)ccc3OC)nc(Nc3cc(OC)ccc3OC)n2)CC1
48) O=c1ccc2cc([N+](=O)[O-])c(CCO)cc2o1
49) CCCCCCn1cc(C(=O)O)c(=O)c2cc(F)c(N3CCN(C(=O)OCC)CC3)cc21
50) CCn1c2ccccc2c2cc(/C=N/NC(=O)c3ccncc3)ccc21
Assay by compound	43	44	45	46	47	48	49	50
IMP-1 inh	-2.6	-0.5	-1.9	-2.4	0.4	-3.7	-4.8	-0.7
SUMO HTRF inh	3	10	-5	18	-8	11	-6	3
MEKK2 mut-MEK5	3	-2	-1	1	4	12	6	-1
VIM-2 inh	-3.6	-0.3	-1.3	0.3	1.6	-2.5	1.8	-1.7
M18AAP inhibitor	6	-7	-1	-3	-12	6	0	2
MEKK2 WT-MEK5	104	96	89	101	51	105	105	102
NALP1 inh	-7	x	12	12	x	25	-7	-3
NS3 helicase inh	4	1	-1	3	-48	3	-6	0
FID counter	-35	-1	-3	0	7	-6	-14	-17

Screens from PubChem BioAssay.
